KCNH2 WT inh = KCNH2 (human, wildtype) channel inhibition. U2OS, BacMam KCNH2, thallium flux FluxOr; hits give low values. activity change, % at 1.84 µM. Q12809. 340,000 tested, 0.37% active;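 active means maximum activity change below -70%; inconclusive means maximum activity change between -70% and -50%; inactive means maximum activity change above -50%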; further: on the % scale 0 is the no-effect control and ±100 the full control effect
Target sequence (Q12809 whole entry, looked up): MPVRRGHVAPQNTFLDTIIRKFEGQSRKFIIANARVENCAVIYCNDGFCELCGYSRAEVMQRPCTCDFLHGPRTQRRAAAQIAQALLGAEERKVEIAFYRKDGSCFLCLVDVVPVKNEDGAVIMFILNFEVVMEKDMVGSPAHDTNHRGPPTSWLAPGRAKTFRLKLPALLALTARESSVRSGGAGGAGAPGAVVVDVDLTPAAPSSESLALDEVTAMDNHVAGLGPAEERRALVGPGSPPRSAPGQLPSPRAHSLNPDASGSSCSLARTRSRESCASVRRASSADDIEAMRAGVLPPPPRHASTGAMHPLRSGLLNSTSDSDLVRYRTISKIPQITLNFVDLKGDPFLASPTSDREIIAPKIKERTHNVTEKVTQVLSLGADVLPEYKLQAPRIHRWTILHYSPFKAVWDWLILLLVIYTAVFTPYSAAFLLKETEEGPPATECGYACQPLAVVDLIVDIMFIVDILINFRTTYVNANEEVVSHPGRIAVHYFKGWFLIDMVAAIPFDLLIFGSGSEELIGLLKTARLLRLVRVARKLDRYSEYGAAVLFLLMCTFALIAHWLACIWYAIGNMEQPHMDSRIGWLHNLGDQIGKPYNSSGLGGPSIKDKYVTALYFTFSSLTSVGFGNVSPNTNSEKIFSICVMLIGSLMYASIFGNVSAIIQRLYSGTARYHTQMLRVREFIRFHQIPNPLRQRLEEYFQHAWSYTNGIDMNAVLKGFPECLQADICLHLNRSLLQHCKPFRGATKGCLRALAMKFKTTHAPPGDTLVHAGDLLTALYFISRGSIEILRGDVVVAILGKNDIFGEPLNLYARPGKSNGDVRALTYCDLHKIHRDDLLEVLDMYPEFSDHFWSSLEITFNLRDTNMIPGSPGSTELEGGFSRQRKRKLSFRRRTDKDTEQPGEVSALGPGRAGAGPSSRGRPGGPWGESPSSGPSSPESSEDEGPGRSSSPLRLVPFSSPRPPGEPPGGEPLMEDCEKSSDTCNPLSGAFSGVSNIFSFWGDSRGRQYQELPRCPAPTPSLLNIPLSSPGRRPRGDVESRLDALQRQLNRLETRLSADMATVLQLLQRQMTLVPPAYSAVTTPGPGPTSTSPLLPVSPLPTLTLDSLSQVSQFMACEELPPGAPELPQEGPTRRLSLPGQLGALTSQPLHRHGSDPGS
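U2OS cells were transduced with wild-type KCNH2 virus (2.03 x 10^8 / mL) for 4 h at room temperature, then cultured overnight at 37 C. Thallium flux was read with FluxOr dye. Rate constants were normalized to DMSO controls.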
AT treatment = potential ataxia-telangiectasia treatment. 320,000 tested, 0.19% active. […] A-T fibroblasts, KAP-1 phosphorylation AlphaLISA; neocarzinostatin DNA damage 30 min before lysis. Potency, µM (titrated, usually from 57.5 µM), without a hit: at the top dose activation, most hits filed as activators; further: potency means the concentration at half of the fitted maximal effect; % of control where 0% means no effect; nearly all actives have a fitted effect of over 45% in size
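ATM-like activity read as KAP-1 phosphorylation via AlphaLISA donor/acceptor antibody pairs after lysis and 6 hr at 25C. Cells were ATM-null patient fibroblasts ([…], hTERT), dosed 60 min, then exposed to the DSB inducer NCS for 30 min.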
Eya2 inh = Eya2 (human) phosphatase inhibition. recombinant Eya2, OMFP fluorescence dephosphorylation (OMFP is methylfluorescein phosphate). Potency, µM (titrated, usually from 76.9 µM), inactives show top-dose activity, negative = inhibition, hits mostly inhibitors. 330,000 tested, 0.006% active. O00167. AID 488837; further: potency means the concentration at half of the fitted maximal effect; on the % scale 0 is the no-effect control and ±100 the full control effect
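Eya2 (0.2 uM) preincubated 10 min at ambient with compound, then OMFP substrate added at 50 uM; 10 min reaction in 50 mM HEPES pH 7.5, 50 mM NaCl, 5 uM MgCl2, 0.05% BSA, 1 mM DTT. Fluorescence read at Ex 485/Em 525 nm.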
TSHR antagonist = antagonists of human thyroid stimulating hormone receptor. P16473. TSHR-expressing cells, TSH-stimulated cAMP HTRF, 2 h; hits give low values. activity change, negative = inhibition, % at 11.5 µM. 330,000 tested, 0.2% active. AID 504810;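 active means activity change below a set negative limit, meaning inhibition stronger than a set level, cut at about -70% in these data; inconclusive means activity change between two set negative limits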; further: on the % scale 0 is the no-effect control and ±100 the full control effect
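Freshly harvested TSHR cells receive pin-tooled compound, then EC80 TSH at 4nM final. After 2 hours at 37 deg C, antibody in lysis buffer and cAMP-d2 are added; 30 minutes at ambient temperature precede the HTRF read.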
TRPV1 ag = human TRPV1 agonism; Q8NER1; TRPV1-expressing cells, Fluo-8 calcium influx, agonist mode; activation, % at 8.33 µM; 320,000 tested, 0.19% active; AID 540275; in the data active means activation above about 80%; inconclusive means between about 30% and that limit; further: 0% is about no effect
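Cells expressing TRPV1 were dye-loaded with Fluo-8 and read kinetically: 10 s baseline, 3 min after compound (agonist portion), then 2 min after EC20 capsaicin (allosteric enhancer portion). Calcium-bound dye fluorescence at 480/520 nm.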
KCNH2 3.1 inh = inhibitors of human KCNH2 3.1 potassium channel isoform. activity change, % (tested at about 1.8 µM). U2OS KCNH2 3.1, thallium flux FluxOr; hits give low values. 340,000 tested, 0.95% active;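 active means maximum activity change below -70%; inconclusive means maximum activity change from -70% to -50%; inactive means maximum activity change above -50%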;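 further: thallium influx rate constant from kinetic fluorescence after stimulation buffer; on the % scale 0 is the no-effect control and ±100 the full control effect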
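We transduce U2OS cells with the mutant 3.1 virus, culture them overnight, load FluxOr with Red40 quencher for 45 min, then add stimulation buffer and read kinetically for 2 min to derive a normalized rate constant.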
Mito fusion act = mitochondrial division inhibition or fusion activation | 320,000 tested, 0.23% active | Potency, µM (highest dose often 46.1 µM), for inactives: at the top dose growth rescue (activation), hits mostly activators | S. cerevisiae fusion-defective mutant growth rescue, CellTiterGlo 48 h;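 further: potency means the concentration at half of the fitted maximal effect; % of control where 0% means no effect; nearly all actives have a fitted effect of over 45% in size; temperature-sensitive fusion mutants such as fzo1-1 at 37 °C on non-fermentable ethanol glycerol medium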
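Compounds are tested for their ability to restore growth of mitochondrial fusion-defective yeast strains at non-permissive 37C in YPEG medium over 48 hours. Viability is quantified by luciferase luminescence.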
ELG1 DNA repair = ELG1-dependent DNA repair inhibition. AID 504467. HEK293T ELG1-luciferase reporter, luminescence, 16 h; DNA damage induced by 5-fluorouridine. Potency, µM (highest dose often 46.1 µM), for inactives: at the highest dose activity change, negative = inhibition, most hits filed as inhibitors. 330,000 tested, 2.3% active; further: potency means the concentration at half of the fitted maximal effect; on the % scale 0 is the no-effect control and ±100 the full control effect; nearly all actives have a fitted effect of over 55% in size
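Cells (2,000 per well) received 5-fluorouridine plus test compound or DMSO and were incubated 16 hr at 37 °C, 5% CO2. Luciferase activity was read by luminescence 30 min after ONE-Glo addition; signal suppression marked inhibition of damage-induced ELG1 function.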
TCR act = T cell receptor activation; Potency, µM (highest dose often 9.22 µM), without a hit: at the top dose activation of IL-2 secretion, hits mostly activators; 330,000 tested, under 10 active; primary human leukocytes, anti-CD3, IL-2 HTRF, 48 h; AID 504894; further: % of control where 0% means no effect
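Using a-CD3 beads without co-stimulation, primary human leukocytes were exposed to compounds for 48 hr. An HTRF IL-2 kit measured the cytokine, with europium-to-d2 energy transfer producing emission at 665nm upon 320nm excitation.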
USP2a block = inhibitors of human ubiquitin-specific protease USP2a. USP2 core, Ub-CHOP2 coupled fluorogenic reporter, 485/531. O75604. Potency, µM (series often up to 38.3 µM), without a hit: at the highest dose activity change, negative = inhibition, hits mostly inhibitors. 330,000 tested, 0.01% active;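 further: potency means the concentration at half of the fitted maximal effect; plate controls were DMSO wells for no effect and full inhibition by NEM control for full effect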
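USP2 core (10nM final) preincubated 30min RT with compound in 20mM Tris-HCl pH 8.0, 2mM CaCl2, 2mM beta-mercaptoethanol, 0.05% CHAPS; 25nM Ub-CHOP2 plus 25nM reporter substrate added, fluorescence (Ex485/Em531) read after 60min.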
Starred values were filed as active, the others as inactive; ? = inconclusive; . = no result given; [ ] = remark or other dose. Unless noted, the call rests on the fitted dose curve; in most records, active means well fitted curve in the direction sought with a large enough effect; inconclusive means small, poorly fitted or top-dose-only effect, or another doubt; inactive means no such curve, though single readings can be large; an effect the other way counts as inactive or inconclusive.

SMILES	KCNH2 WT inh	AT treatment	Eya2 inh	TSHR antagonist	TRPV1 ag	KCNH2 3.1 inh	Mito fusion act	ELG1 DNA repair	TCR act	USP2a block
COc1ccc(NC(=S)N(C)CC2COc3ccccc3O2)cc1 (stereo not drawn)	-3.2	-3.7%	11.9%	8.9	2.2	13.3	-4.4%	16.8%	3.3%	0.1%
Cn1c(NCCN2CCCCC2)cc(=O)n(C)c1=O	2.6	-2.6%	-0.8%	7.8	0.5	13.3	-1.1%	-2.1%	8.4%	2.7%
Cn1cnc2cc(OC(=O)c3ccccc3)ccc21	9.8	1.0%	11.6%	-11.7	0.9	-28.8	-1.9%	11.3%	-29.5%	2.2%
Cc1ccc(C)c(S(=O)(=O)N2CCCC2CNC(=O)C(=O)NCCc2ccco2)c1 (stereo not drawn)	3.0	8.3%	23.4%	0.0	15.1	-9.7	2.7%	?	-10.9%	-0.8%
Cc1oc2cc3oc(=O)c(CCC(=O)NCc4ccccn4)c(C)c3cc2c1C	-1.5	5.2%	-0.1%	-2.7	0.0	-5.4	8.5%	?	-2.5%	1.9%
Cc1nnsc1C(=O)N1CCCC(C(=O)c2ccc(C(F)(F)F)cc2)C1 (stereo not drawn)	5.1	1.8%	9.5%	8.1	3.7	3.9	0.8%	6.6%	3.1%	-1.8%
Cc1cccc(Cc2c(C)nc3nc(SCC(=O)O)nn3c2C)c1	-18.3	1.3%	-19.6%	-11.4	-0.6	6.5	-3.4%	6.0%	-3.0%	-3.5%
COc1ccc(C(CCN)Cc2ccccc2)cc1 (stereo not drawn)	12.1	10.7%	-2.8%	6.1	-1.5	-0.4	3.1%	-15.8%	0.0%	0.9%
COc1ccc(S(=O)(=O)N2CCC(C(N)=O)(N3CCCCC3)CC2)cc1	1.2	2.9%	4.0%	7.7	0.0	-8.3	1.0%	-0.3%	-12.9%	1.6%
Cc1ccc(S(=O)(=O)N2CCC(C(=O)OCC(=O)N(CC(C)C)C3CCS(=O)(=O)C3)CC2)cc1C (stereo not drawn)	7.1	5.8%	-0.6%	-21.4	1.0	.	-0.6%	-8.0%	-0.1%	0.3%
CC1(C)CC(=O)C2=C(C1)NC(=O)CC2c1cc(F)ccc1F (stereo not drawn)	-20.5	0.2%	17.6%	-0.5	0.1	14.0	2.0%	2.9%	4.4%	3.3%
N=C1C2=C3Sc4ccccc4N3CCCC2=NN1c1cccc(S(=O)(=O)O)c1	-15.3	3.9%	0.0%	-2.4	-0.8	2.5	1.4%	?	-5.6%	3.4%
CC(=O)Nc1cccc(NC(=O)CSc2nc3ccccc3o2)c1	6.3	8.7%	0.2%	34.8	-2.6	.	.	19.7%	-2.3%[46.1 µM]	5.7%
COC(=O)c1c(NC(=O)c2ccccc2C(=O)O)sc2c1CCC2	-26.7	-7.6%	9.6%	-10.6	-3.0	-6.6	2.2%	?	.	-1.4%
CC1CCCCC1NC(=O)CSc1nc2ccccc2[nH]1 (stereo not drawn)	-20.7	-1.5%	-19.0%	-2.8	-3.0	12.3	3.7%	8.5%	-5.0%	-2.1%
Cc1cc(F)ccc1S(=O)(=O)Nc1ncnc2sc3c(c12)CCC3	-1.4	-2.2%	13.9%	-15.5	-3.4	-7.2	?	?	5.4%	-0.7%
COc1ccc(S(=O)(=O)Nc2cc(C)ccn2)cc1	-14.7	0.0%	3.4%	-0.9	-1.0	-5.5	-1.6%	-8.4%	-0.3%	-2.7%
NC(=O)c1c(NC(=O)c2ccc([N+](=O)[O-])o2)sc2c1CCCC2	-8.9	21.4%	15.8%	14.2	-5.4	-4.0	2.1%	-6.9%	4.0%	-0.5%
CCn1c(O)c(N=NC(=O)c2cccnc2)c2cc(Br)ccc21	-1.6	-0.7%	-12.1%	-1.2	-1.7	-15.1	-3.5%	-30.4%	1.9%	0.5%
COc1ccc(Cc2c(N)nc(N)nc2N)cc1	4.4	?	3.4%	14.2	0.1	3.2	4.2%	?	-2.2%	-2.4%

Next section; it opens with the 2 that closed the last part.
SMILES	KCNH2 WT inh	AT treatment	Eya2 inh	TSHR antagonist	TRPV1 ag	KCNH2 3.1 inh	Mito fusion act	ELG1 DNA repair	TCR act	USP2a block
CCn1c(O)c(N=NC(=O)c2cccnc2)c2cc(Br)ccc21	-1.6	-0.7%	-12.1%	-1.2	-1.7	-15.1	-3.5%	-30.4%	1.9%	0.5%
COc1ccc(Cc2c(N)nc(N)nc2N)cc1	4.4	?	3.4%	14.2	0.1	3.2	4.2%	?	-2.2%	-2.4%
COc1ccc(S(=O)(=O)NCc2cn3c(C)csc3n2)cc1F	-0.5	-3.3%	-39.8%	0.5	-1.3	2.0	-0.7%	19.0%	-1.3%	2.2%
COc1ccc(N(C(=O)CS(=O)CC(=O)Nc2ccc(F)cc2)C(C(=O)NC2CCCCC2)c2cccs2)cc1 (stereo not drawn)	-7.2	-11.1%	-13.1%	4.3	-4.5	-2.9	-4.3%	10.3%	-1.4%	-0.2%
CC(=O)c1cccc(NC(=S)N2CCN(S(=O)(=O)c3ccc(F)cc3)CC2)c1	1.9	-6.4%	8.2%	-5.8	2.4	-8.5	-0.7%	-10.4%	5.1%	-2.1%
COc1ccccc1CNS(=O)(=O)c1ccc2c(c1)N(C(C)=O)CC(C)S2 (stereo not drawn)	-4.0	-3.8%	-2.7%	-2.4	?	13.6	12.0%	9.7%	3.0%	3.2%
CCCn1c(N2CCN(CC(=O)NCc3cccs3)CC2)nc2ccccc21	-5.8	0.5%	0.6%	-3.0	3.0	-30.3	-1.4%	-37.1%	7.1%	-0.5%
CC(C)[C@H](NC(N)=O)C(=O)Nc1ccc(F)c(Cl)c1	10.2	4.4%	5.3%	-5.6	-0.7	-6.8	9.0%	-4.4%	-4.9%	-0.9%
CCOC(=O)C1=C(C)C/C(=N\NC(=O)c2ccccc2O)CC1	-41.2	11.5%	-7.6%	-9.5	?	13.2	-2.4%	?	5.8%	-1.6%
CC12CCC(=O)N1C(C(=O)Nc1ccc(F)cc1)CS2 (stereo not drawn)	-1.2	-2.4%	7.7%	1.5	-3.8	9.9	-2.3%	-1.2%	10.0%	-0.4%
COc1ccccc1NC(=O)C(C)NS(=O)(=O)c1ccc(F)cc1 (stereo not drawn)	-3.2	-5.4%	-35.5%	5.8	0.4	-1.2	-0.2%	-12.2%	2.2%	-2.3%
CCC1(CC)NC(=O)N(CC(=O)N2CCN(c3ccccc3F)CC2)C1=O	-20.9	6.1%	16.7%	2.0	0.4	-2.6	-5.8%	0.9%	5.4%	2.5%
COc1ccc(-c2nn3c(C4CCCCC4)nnc3s2)cc1OC	-8.1	16.5%	-0.9%	33.5	.	3.6	?	?	4.2%	-2.6%
NC1=NC(=O)/C(=C/c2ccc(-c3ccc(S(N)(=O)=O)cc3)o2)S1	0.3	5.9%	-1.3%	3.5	-1.9	13.9	0.7%	-2.9%	-4.0%	6.6%
CC(C)(C)c1cc(C(=O)NCc2cc(F)cc3c2OCOC3)n(Cc2ccccc2)n1	0.8	1.4%	-21.5%	-1.7	11.4	-5.7	13.4%	?	-1.1%	-0.6%

Structural class: the compounds so far with a furan ring, fused or not
SMILES	KCNH2 WT inh	AT treatment	Eya2 inh	TSHR antagonist	TRPV1 ag	KCNH2 3.1 inh	Mito fusion act	ELG1 DNA repair	TCR act	USP2a block
Cc1ccc(C)c(S(=O)(=O)N2CCCC2CNC(=O)C(=O)NCCc2ccco2)c1 (stereo not drawn)	3.0	8.3%	23.4%	0.0	15.1	-9.7	2.7%	?	-10.9%	-0.8%
Cc1oc2cc3oc(=O)c(CCC(=O)NCc4ccccn4)c(C)c3cc2c1C	-1.5	5.2%	-0.1%	-2.7	0.0	-5.4	8.5%	?	-2.5%	1.9%
NC(=O)c1c(NC(=O)c2ccc([N+](=O)[O-])o2)sc2c1CCCC2	-8.9	21.4%	15.8%	14.2	-5.4	-4.0	2.1%	-6.9%	4.0%	-0.5%
NC1=NC(=O)/C(=C/c2ccc(-c3ccc(S(N)(=O)=O)cc3)o2)S1	0.3	5.9%	-1.3%	3.5	-1.9	13.9	0.7%	-2.9%	-4.0%	6.6%

This is a subset. The share of hits here may be higher or lower than overall.
